Assay outcomes deposited in PubChem BioAssay by several laboratories.
LEDGF integ inh: blocks HIV-1 LEDGF/p75-dependent DNA integration; inhibition, % at 3.7 µM; 370,000 tested, 0.64% active; AID 743269; TR-FRET IN-LEDGF/p75 DNA integration, Eu/Cy5;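 active = inhibition above the screen-wide mean plus 3 SD, cut at about 13% in these data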;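 also: signal is the Cy5 over europium emission ratio at 671 and 618 nm; 0% = plate median of compound wells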
TCR-CD3 inh: human TCR-CD3 binding inhibition | TAMRA-labeled TCR probe fluorescence, biochemical | inhibition, % at 9.4 µM | 360,000 tested, 0.37% active | AID 651800; in the data active = inhibition above about 19%;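 also: recombinant mutant TCR 2C K166C tagged with TAMRA read by polarization; 0% = receptor in buffer alone and 100% = receptor with positive control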
MBD2 DNA inh: MBD2-methylated oligo binding inhibition | TR-FRET, MBD2 binding to methylated oligonucleotide | AID 686964 | inhibition, % at 4.4 µM | 370,000 tested, 0.31% active; in the data active = inhibition above about 13%
Target sequence (Q9UBB5 whole entry, looked up): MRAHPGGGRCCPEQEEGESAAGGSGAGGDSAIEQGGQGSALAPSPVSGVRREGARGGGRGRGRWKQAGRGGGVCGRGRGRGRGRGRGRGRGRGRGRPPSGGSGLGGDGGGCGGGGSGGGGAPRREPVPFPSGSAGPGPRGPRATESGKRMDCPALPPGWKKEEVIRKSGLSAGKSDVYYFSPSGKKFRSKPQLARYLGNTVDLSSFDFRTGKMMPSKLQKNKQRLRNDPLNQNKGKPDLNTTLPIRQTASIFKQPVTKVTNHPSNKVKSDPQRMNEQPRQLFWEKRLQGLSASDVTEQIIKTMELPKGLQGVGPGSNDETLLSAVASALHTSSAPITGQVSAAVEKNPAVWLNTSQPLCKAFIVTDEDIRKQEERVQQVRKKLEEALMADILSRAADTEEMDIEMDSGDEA
rCAG RNA binder: molecules binding r(CAG) RNA repeats. r(CAG) RNA repeat, TO-PRO-1 dye displacement fluorescence. inhibition, % at 3 µM. 370,000 tested, 1.3% active. AID 651821;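 active = inhibition above the plate cutoff, the mean of all test compounds on that plate plus 3 SD, cut at about 35% in these data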;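 also: 0% = DMSO alone and 100% = 100 µM mitoxantrone as full dye displacement; higher means more dye released from RNA so lower well fluorescence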
PG9 binder: small molecules binding HIV-1 gp120 antibody PG9; TR-FRET gp120-PG9 antibody binding; inhibition, % at 6.7 µM; 360,000 tested, 0.43% active; in the data active = inhibition above about 8.5%
UHRF1 binding: blocks human UHRF1 binding to methylated DNA; Q96T88; UHRF1 binding to methylated oligo, TR-FRET; inhibition, % at 4.4 µM; 370,000 tested, 0.75% active; AID 687016; in the data active = inhibition above about 21%;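 also: UHRF1 SRA domain binding a hemimethylated CpG hairpin DNA probe; 0% = median of test compound wells and 100% = reference inhibitor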
HTRA1 inhibitor: HTRA1 (human) protease inhibition. Q92743. recombinant HTRA1, FP-rhodamine activity-based probe, fluorescence polarization. inhibition, % at 5.96 µM. 340,000 tested, 0.5% active. AID 504803; in the data active = inhibition above about 36%;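 also: 0% = enzyme with DMSO and 100% = wells lacking enzyme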
NR1D1 modulator: modulates human Rev-erb alpha binding to DNA | Rev-erbα–FITC-DNA binding, fluorescence polarization, 90 min | P20393 | activity, % at 10 µM | AID 1259318 | 370,000 tested, 0.79% active;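 active = activity above about 14%, limit read from the data; passing the limit was not always enough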;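 also: 0% = DMSO wells with 35 nM protein and 100% = DMSO wells with 750 nM protein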
Target sequence (P20393 whole entry, looked up): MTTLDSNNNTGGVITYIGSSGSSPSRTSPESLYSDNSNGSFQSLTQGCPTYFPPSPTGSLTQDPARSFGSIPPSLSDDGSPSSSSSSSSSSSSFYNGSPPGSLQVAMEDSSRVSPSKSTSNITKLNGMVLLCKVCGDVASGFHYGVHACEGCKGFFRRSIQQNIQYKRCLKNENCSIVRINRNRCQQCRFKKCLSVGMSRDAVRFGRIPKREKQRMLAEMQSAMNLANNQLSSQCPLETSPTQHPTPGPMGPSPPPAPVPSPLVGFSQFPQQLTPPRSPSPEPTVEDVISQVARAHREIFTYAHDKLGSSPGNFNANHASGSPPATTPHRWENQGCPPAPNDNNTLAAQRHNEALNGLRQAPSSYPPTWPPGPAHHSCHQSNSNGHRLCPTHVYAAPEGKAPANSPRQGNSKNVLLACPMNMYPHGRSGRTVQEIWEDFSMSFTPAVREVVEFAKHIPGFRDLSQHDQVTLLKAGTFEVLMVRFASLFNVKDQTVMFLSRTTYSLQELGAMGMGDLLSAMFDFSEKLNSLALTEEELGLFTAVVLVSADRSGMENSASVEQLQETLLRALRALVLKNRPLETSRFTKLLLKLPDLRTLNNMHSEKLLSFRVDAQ
ABHD4 inh: ABHD4 (mouse) inhibition, primary FP screen | purified mABHD4, FP-Rh probe fluorescence polarization | 370,000 tested, 0.54% active | inhibition, % at 8.92 µM | Q8VD66;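 active = inhibition exceeding the mean over every tested compound plus 3 SD, cut at about 30% in these data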;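 also: 0% = plate median of compound wells and 100% = S159A mutant with DMSO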
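Assay system: mouse ABHD4 enzyme, wild type / Also added: fluorescent activity-based probe FP-Rh / Doses: single nominal dose of 8.92 µM, 0.89% DMSO final / Timing: 45 min compound pre-incubation plus 60 min probe step, 25 °C / Signal: FP readout, ex 525 nm / em 598 nm / Control set: S159A mutant/DMSO as 100%, compound-well median as 0%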
PRMT1 inh: PRMT1 (human) inhibition, primary screen; 370,000 tested, 1.3% active; inhibition, % at 2.79 µM; recombinant PRMT1, activity-based probe fluorescence polarization; Q99873;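 active = inhibition above about 21% made by adding two undisclosed values, limit read from the data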
* hit, by the source's call; · = not tested or not shown. Some of the compounds tested. The share of hits here may be higher or lower than overall.

SMILES | LEDGF integ inh | TCR-CD3 inh | MBD2 DNA inh | rCAG RNA binder | PG9 binder | UHRF1 binding | HTRA1 inhibitor | NR1D1 modulator | ABHD4 inh | PRMT1 inh
O=[N+]([O-])c1cccnc1Sc1ccc(Br)cc1 | 7 | -3 | 6 | -2 | 1.0 | -2 | 4 | 5 | -1 | -3
COCCCNC(=O)CCCn1c(=O)[nH]c2ccccc2c1=O | -3 | -2 | 5 | -3 | 0.6 | 2 | 2 | 1 | 1 | -1
Cc1ccc(NC(=O)Nc2cc(S(C)(=O)=O)ccc2Cl)cc1 | -4 | 0 | 2 | 5 | 0.3 | -1 | -18 | 0 | -4 | 0
COC(=O)[C@]12C[C@H](CC(=O)NCC34CC5CC(CC(C5)C3)C4)C(=O)N(Cc3ccc(Cl)cc3Cl)C1=C[C@H](COCc1ccccc1)O[C@@H]2C | -4 | · | -2 | 10 | · | 0 | · | -3 | 3 | 3
O=C(NC1CCCCN(Cc2ccc(Cl)cc2)C1=O)c1cccs1 (stereo not drawn) | -2 | · | 3 | 2 | · | 2 | · | 6 | 2 | 4
CCOc1ccc(N2C(=O)CC(N3CCN(c4ccc(F)cc4)CC3)C2=O)cc1 (stereo not drawn) | -4 | -6 | 9 | 1 | -1.2 | 5 | 0 | 1 | -13 | 14
Cc1ccc(C(=O)Nc2ccc(Br)c(C(F)(F)F)c2)cc1 | 1 | -2 | -3 | 3 | 1.1 | 2 | -51 | -8 | -69 | 4
COC(=O)c1sccc1NC(=O)c1ccc(OC)cc1OC | 3 | 4 | -1 | 2 | -0.6 | -1 | -4 | 2 | -3 | -3
CC(C)(C)C(=O)N1CCC2CC1c1cc(Cl)ccc12 (stereo not drawn) | -1 | -3 | 0 | -2 | 0.7 | -1 | 2 | -4 | 2 | 0
CC(C)(C)c1ccc(Oc2ccc(NC(=O)CCCC(=O)O)cn2)cc1 | 1 | 1 | 2 | 11 | 1.0 | 0 | 2 | -1 | 3 | -2
Cc1ccc(NC(=O)Nc2ccc3c(c2)CCC3)cc1 | -2 | -3 | 2 | 3 | -2.0 | -2 | -5 | -2 | 8 | 3
CCOc1ccccc1NC(=O)C1=C(C)NC(=O)NC1c1cccs1 (stereo not drawn) | -1 | -3 | 2 | 2 | -1.6 | -2 | -5 | -1 | 1 | -2
CCOC(=O)Cc1csc(NC(=O)C2CCCCC2C(=O)O)n1 (stereo not drawn) | 0 | 7 | -8 | 1 | -0.9 | -2 | 7 | 1 | 1 | 0
COCCCn1c(SCC(=O)Nc2ccccc2F)nnc1-c1ccoc1C | -3 | -1 | 3 | -3 | -2.0 | 0 | 0 | 0 | -2 | 0
CCCCNC(=O)/C(=C\c1ccc([N+](=O)[O-])o1)NC(=O)c1ccccc1 | -8 | -3 | 0 | 1 | -2.4 | -2 | 1 | 2 | 4 | 2
CCn1c(Cn2nnc(-c3ccccc3)n2)nnc1SCC(=O)Nc1ccc(C(C)=O)cc1 | -2 | 8 | -6 | -2 | -3.5 | -4 | -8 | -5 | 7 | -1
CCOC(=O)N1CCN(C(=O)CSc2nnc(CNC(=O)c3ccccc3F)o2)CC1 | -2 | -2 | 3 | -3 | -1.4 | 3 | 0 | -3 | 0 | 1
CC1(C)CC(=O)C(C(O)c2ccccc2)C(C)(C)N1 (stereo not drawn) | -3 | -6 | 2 | 1 | 0.1 | 1 | 1 | -1 | 1 | 1
Nc1cnc(CNc2ccccc2Cl)cn1 | 0 | -3 | 4 | 1 | -1.8 | -2 | 5 | -1 | 4 | -1
Cc1occc(=O)c1OCc1ccccc1 | -2 | -1 | 0 | 3 | -1.1 | 0 | 5 | 4 | -2 | -4
Cc1ccc(C(=O)NC(=O)CSc2nnc(C)s2)cc1 | -1 | 2 | -1 | -3 | 1.1 | 1 | 7 | -7 | 1 | 2
CC(C)OCCCNc1nc(-c2ccccc2)nc2ccccc12 | 2 | -2 | -1 | 0 | -1.5 | 1 | -17 | 1 | -7 | 3
CCN(CCc1ccccc1)c1ccc2c(c1)C1CC2CCN1Cc1ccccc1 (stereo not drawn) | 0 | -1 | -4 | 2 | 1.0 | -1 | -2 | 8 | 9 | 0
CCOC(=O)C1(CC2CC2)CCN(Cc2ccc(C(=O)OC)cc2)CC1 | -2 | 2 | -3 | -10 | 0.1 | 1 | -1 | -1 | -1 | 1
COc1cccc(S(=O)(=O)N(C)C[C@H]2OCc3cnnn3CCCC(=O)N([C@@H](C)CO)C[C@@H]2C)c1 | -2 | 5 | 6 | 0 | 3.2 | -2 | 7 | -5 | 2 | 3
SMILES | LEDGF integ inh | TCR-CD3 inh | MBD2 DNA inh | rCAG RNA binder | PG9 binder | UHRF1 binding | HTRA1 inhibitor | NR1D1 modulator | ABHD4 inh | PRMT1 inh
CC1CCc2c(sc(NC(=O)C(=O)NCc3ccco3)c2C#N)C1 (stereo not drawn) | 1 | 6 | 4 | 7 | -0.6 | -2 | 0 | -2 | -5 | -3
O=C(NC1CCCC1)c1sc(=S)n2c1[nH]c(=O)c1ccccc12 | 3 | 7 | 0 | 14 | -1.9 | -5 | 7 | 3 | 12 | -3
O=C(COc1ccc(Oc2ccccc2)cc1)NC1CCS(=O)(=O)C1 (stereo not drawn) | -1 | 4 | -3 | 2 | -1.0 | 0 | 0 | -12 | 2 | -1
CN(CC(=O)Nc1cccc(F)c1)C(=O)CCCc1cccs1 | 6 | -1 | -3 | 2 | 0.8 | 7 | 7 | -1 | 0 | -4
CC(=O)NC(C)c1cc(Cl)c2ccccc2c1O (stereo not drawn) | -3 | 2 | 5 | 0 | -1.5 | 1 | -1 | -5 | 0 | -1
Cc1cc(C)cc(OCC(O)CN2CCC(CN3C(=O)c4cccc5cccc(c45)C3=O)CC2)c1 (stereo not drawn) | 6 | 10 | 5 | 12 | -1.2 | 4 | -36 | -1 | 3 | -4
COc1ccc(/C=C/C(=O)N2CCN(c3ccccn3)CC2)cc1OC | -11 | 12 | -7 | -5 | -2.7 | -1 | 2 | -5 | 4 | -6
O=C(Nc1ccc(CN2CCS(=O)(=O)CC2)cc1)c1ccc(C(F)(F)F)cc1 | -2 | -9 | 1 | -4 | 1.5 | -1 | -5 | 3 | 4 | 5
CC(=O)CSc1nc(N(C)C)nc(N(C)C)n1 | -5 | 7 | 3 | 0 | -1.3 | -4 | 2 | -8 | -1 | 1
O=C(COC(=O)c1cccc(S(=O)(=O)N2CCOCC2)c1)NCc1ccc2c(c1)OCO2 | 2 | 9 | -1 | 1 | -0.6 | 0 | -1 | -2 | 4 | 0
COc1ccc(C2C(C(=O)Nc3cccc(C)n3)c3ccccc3C(=O)N2C)cc1OC (stereo not drawn) | -2 | -9 | 3 | -4 | 0.4 | 4 | -4 | -2 | -12 | 2
COc1ccc(OC)c(COC(=O)c2cccc(S(=O)(=O)N3CCCCC3)c2)c1 | -6 | -5 | 6 | 4 | 0.0 | 21* | -9 | -7 | -6 | 4
CN1CCN(C(=S)NC(=O)c2cccc(S(=O)(=O)N(C)C)c2)CC1 | -2 | -5 | 0 | -2 | -0.5 | 0 | 2 | -1 | 0 | 6
CCCN(CCC)C(=O)CC(c1ccc(F)cc1)c1ccco1 (stereo not drawn) | -2 | 0 | 4 | -6 | 0.9 | 0 | 2 | 1 | 9 | 6
S=C(Nc1ccc(Cl)cc1)Nc1ccc2c(c1)OCCO2 | -2 | -2 | -2 | 1 | -1.0 | 0 | 4 | 4 | 3 | -5
CCOc1ccccc1N(CC)C(=O)c1cc2c(s1)-c1ccccc1S(=O)(=O)C2 | 0 | -15 | 5 | 2 | -0.3 | 2 | · | 7 | 2 | 4
O=C(NCc1cccnc1)Nc1ccccc1C(F)(F)F | 1 | 3 | -1 | -2 | 0.2 | -2 | 3 | -1 | -1 | 3
CN1C(C(=O)NCc2ccccc2)CC2Cn3c(nc4cc5ccccc5cc43)C21 (stereo not drawn) | -3 | 11 | -4 | -4 | 0.0 | 1 | -3 | -1 | 1 | 1
O=C(c1cc(S(=O)(=O)N2CCOCC2)ccc1Cl)N1CCN(c2ccccn2)CC1 | -2 | -3 | 0 | -5 | -0.7 | 0 | 2 | -2 | -3 | 4
N#C/C(=C\c1cccnc1)C(=O)Nc1cccc(Cl)c1 | 0 | -4 | 4 | 5 | -1.3 | 2 | 0 | 5 | -12 | 4
CCCCCCCNC(=O)C1(CC2CC(c3cccc(Br)c3)=NO2)CCN(C(=O)c2ccccc2)CC1 (stereo not drawn) | 1 | -9 | 6 | 20 | 0.7 | 1 | -64 | -2 | -22 | 0
Cc1ccc(/C=N/Nc2ccc(C(=O)O)cc2)o1 | -1 | 1 | 1 | -1 | -10 | -1 | 5 | -2 | 2 | 3
CC(=O)N1N=C(c2ccc(Br)cc2)OC12CCCC2 | -3 | 2 | 3 | -1 | -0.3 | 1 | -1 | 0 | 3 | 3
CN1CCN(C(=S)Nc2ccc(S(N)(=O)=O)cc2)CC1 | -2 | 8 | 0 | 0 | -2.7 | -1 | -4 | 0 | 3 | 6
O=C(Cn1nnc(-c2cccs2)n1)NNC(=O)c1ccccc1Cl | -2 | 0 | 2 | -2 | 0.5 | -1 | 0 | 0 | 4 | 1
SMILES | LEDGF integ inh | TCR-CD3 inh | MBD2 DNA inh | rCAG RNA binder | PG9 binder | UHRF1 binding | HTRA1 inhibitor | NR1D1 modulator | ABHD4 inh | PRMT1 inh
CC(C)Cn1cc(C(=O)NC2CCN(Cc3ccccc3)CC2)c2c3ccccc3n(C)c2c1=O | 2 | -7 | -6 | -3 | 2.6 | -1 | · | -3 | 4 | -1
COC(=O)c1cccc(NC(=O)c2cccnc2)c1 | 0 | -3 | -10 | 6 | -1.2 | 1 | 0 | 5 | -10 | -4
COc1ccc(C(=O)N(c2ccccc2)c2nccc3ccccc23)cc1OC | -3 | -3 | 0 | 2 | 0.8 | -3 | 0 | 5 | 0 | -2
COc1ccc(-c2cc(=O)oc3cc(O)ccc23)cc1 | -5 | 9 | -2 | 4 | -1.2 | -2 | -2 | -7 | -19 | 0
COc1ccc(N2CC(C(=O)OCC(=O)c3ccc(C)cc3)CC2=O)cc1 (stereo not drawn) | -1 | -2 | 0 | -5 | -2.0 | 0 | 4 | 0 | 4 | -1
Cn1c(=O)c(C(=O)CN2CCCCC2)c(N)n(Cc2ccccc2)c1=O | 0 | 0 | -8 | -2 | 2.2 | -1 | 2 | -2 | -3 | -2
Fc1ccc(-c2ccc(-c3nn4c(-c5ccco5)nnc4s3)o2)cc1 | 1 | 4 | 1 | 7 | -2.3 | -2 | -28 | -8 | -8 | 4
CCN1C(=O)[C@@H]2[C@@H](c3ccc(-c4ccc(F)cc4)cc3)N3CCCC[C@@]3(C(=O)OC)[C@@H]2C1=O | -4 | 2 | 1 | -1 | -3.3 | 0 | -17 | -1 | -1 | 1
O=Nc1c(-c2cccc([N+](=O)[O-])c2)nc2ncccn12 | 6 | 1 | -2 | 1 | -10 | -4 | · | -2 | 1 | -5

A different layout for two compounds above.
CC(C)OCCCNc1nc(-c2ccccc2)nc2ccccc12
  LEDGF integ inh: 2; TCR-CD3 inh: -2; MBD2 DNA inh: -1; rCAG RNA binder: 0; PG9 binder: -1.5; UHRF1 binding: 1; HTRA1 inhibitor: -17; NR1D1 modulator: 1; ABHD4 inh: -7; PRMT1 inh: 3

O=C(COC(=O)c1cccc(S(=O)(=O)N2CCOCC2)c1)NCc1ccc2c(c1)OCO2
  LEDGF integ inh: 2; TCR-CD3 inh: 9; MBD2 DNA inh: -1; rCAG RNA binder: 1; PG9 binder: -0.6; UHRF1 binding: 0; HTRA1 inhibitor: -1; NR1D1 modulator: -2; ABHD4 inh: 4; PRMT1 inh: 0
